KOR beta-arrestin-1: KOR antagonists, beta-arrestin recruitment, cell-based, luminescence, uHTS (AID 1778); Kappa-type opioid receptor (Homo sapiens); KOR beta-arrestin recruitment, luminescence, antagonist mode; higher % means a stronger effect; 0.091% of 290,000 active; one-dose inhibition, % at 10 µM; IC50 in µM for titrated hits; in the data active = inhibition above about 50%; note: strong numbers were not always called active
UTI89 phage lysis: inhibition of K1F phage lysis, E. coli UTI89, bacterial capsule biogenesis inhibitors, alamar blue (AID 488966); 0.02% of 340,000 active; E. coli UTI89 K1F phage lysis, alamar blue, 2 h; higher % means a stronger effect; inhibition, % at 100 µM; hits with a dose series show IC50 in µM;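 active = phage lysis inhibition, versus mean bacterial control, above a set limit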;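 note: capsule biogenesis inhibitors block K1F phage lysis so surviving cells raise fluorescence; higher fluorescence means more inhibition of phage lysis; actives were called in the ten point dose series up to 300 µM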
GPR55 activation: GPR55 agonists via beta-arrestin recruitment, primary screen, imaging, U2OS cells, beta-arrestin-GFP redistribution (AID 1961) | U2OS GPR55 beta-arrestin-GFP redistribution imaging; higher % means a stronger effect | activation, % at 10 µM; hits with a dose series show EC50 in µM | 0.048% of 290,000 active;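 active = activation above 40% with more than 50 cells counted in the well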;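 note: U2OS osteosarcoma cells stably expressing GPR55 and beta-arrestin-GFP; plate controls were DMSO negative control for no effect and LPI positive control for full effect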
KOR beta-arrestin-2: KOR agonists, beta-arrestin recruitment, primary screen, cell-based, luminescence, uHTS (AID 1777). one-dose activation, % at 10 µM; EC50 in µM for titrated hits. 0.02% of 280,000 active. KOR beta-arrestin recruitment, luminescence; higher % means a stronger effect. Kappa-type opioid receptor (Homo sapiens); in the data active = activation above about 50%, passing the limit was not always enough; note: a part of the inactive calls stands beside numbers as strong as those of hits
GPR35 arrestin U2OS: GPR35 antagonists blocking zaprinast-driven arrestin recruitment, primary screen, imaging, U2OS, beta-arrestin-GFP, zaprinast agonist (AID 2058). G-protein coupled receptor 35 (Homo sapiens). U2OS GPR35 beta-arrestin-GFP translocation imaging, zaprinast antagonism; higher % means a stronger effect. inhibition, % at 10 µM; hits with a dose series show IC50 in µM. 0.052% of 290,000 active;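 active = inhibition of at least 50% with at least 30 cells and total cytoplasm GFP at most 10,000,000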
GPR55 antagonists: GPR55 antagonists blocking LPI-driven arrestin recruitment, primary screen, imaging, U2OS, beta-arrestin-GFP, LPI agonist (AID 2013); U2OS GPR55 beta-arrestin-GFP translocation imaging, LPI antagonism; higher % means a stronger effect; one-dose inhibition, % at 10 µM; IC50 in µM for titrated hits; 0.13% of 290,000 active;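 active = spots per cell inhibited over 60%, with over 100 cells counted and total cytoplasm intensity under 500,000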;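 note: U2OS cells stably carrying GPR55 and arrestin-GFP stimulated by 5 µM LPI near EC80; imaged beta-arrestin-GFP aggregate spots per cell after agonist stimulation; plate controls were LPI-stimulated DMSO wells for no effect and DMSO wells without LPI for full effect; some results filed as inactive read as strong as hits; confirmed hits need IC50 under 10 µM and bright autofluorescent wells are also inconclusive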
NTR1 agonist: agonists of NTR1, primary screen, imaging, U2OS cells, beta-arrestin-GFP, high content (AID 493036); Neurotensin receptor type 1 (Homo sapiens), P30989; NTR1-U2OS beta-arrestin-GFP spot imaging, agonist mode; activation, % at 20 µM; 0.17% of 330,000 active;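 active = activation at or above 40% of the spot to cytoplasm intensity ratio, with at least 20 cells analyzed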;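 note: 0% = DMSO without peptide and 100% = 100 nM NTR1 peptide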
Target sequence (P30989 whole entry, looked up): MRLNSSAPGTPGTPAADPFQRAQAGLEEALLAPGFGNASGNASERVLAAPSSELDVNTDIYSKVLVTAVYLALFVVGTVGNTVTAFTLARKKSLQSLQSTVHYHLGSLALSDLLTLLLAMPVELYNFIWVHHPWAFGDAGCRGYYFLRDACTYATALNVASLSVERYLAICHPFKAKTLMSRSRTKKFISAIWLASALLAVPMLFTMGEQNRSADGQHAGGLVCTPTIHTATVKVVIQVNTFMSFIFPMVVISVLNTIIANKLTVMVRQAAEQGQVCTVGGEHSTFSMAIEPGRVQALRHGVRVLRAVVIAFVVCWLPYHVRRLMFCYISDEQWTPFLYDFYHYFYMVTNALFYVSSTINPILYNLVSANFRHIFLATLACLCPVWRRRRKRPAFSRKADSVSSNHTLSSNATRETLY
NOD1 inhibition: NOD1 signaling inhibitors, primary screen, cell-based, luminescence, uHTS (AID 1578); NOD1-driven NF-kB luciferase reporter cells, luminescence; higher % means a stronger effect; inhibition, % at 4 µM, or EC50 in µM where a hit was titrated; 1% of 290,000 active; in the data active = inhibition mostly above about 36%, no sharp cut-off; inactive = mostly below about 34%;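 note: HEK-293T reporter cells stimulated with the NOD1 agonist gamma-tri-DAP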
MgcRacGAP inhibition: MgcRacGAP GTPase-activating activity inhibitors, confirmation, biochemical, ADP Hunter fluorescence. inhibition, % at 30 µM, or IC50 in µM where a hit was titrated. AID 624330, 2012. MgcRacGAP-stimulated Rac1 GTP hydrolysis, ADP Hunter fluorescence; higher % means a stronger effect; GST-tagged Rac1 F28L mutant substrate. 0.6% of 340,000 active;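 active = first-screen hits whose inhibition reached a set limit at any dose in the follow-up dose series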;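 note: fluorescence reports GDP produced by GAP-driven GTP hydrolysis; strong numbers were not always called active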
NTR1 agonist cell count 20 µM: second read-out of NTR1 agonist, no call of its own (marks repeat the call); cell count; measured here: cell count, cytotoxicity flag
Numbers without * were called inactive; . = not tested or not shown; [ ] = dose if it differs, or a comment. Only part of the results is shown, so the mix of outcomes need not match the whole.

(1) Cc1cccc2c1NC(=O)/C2=C\C(=O)c1cccs1
(2) NC(N)=NC(=O)Cc1c(Cl)cccc1Cl
(3) CC[C@]1(O)C[C@@H]2CN(CCc3c([nH]c4ccccc34)[C@@](C(=O)OC)(c3cc4c(cc3OC)N(C)[C@H]3[C@@](O)(C(=O)OC)[C@H](OC(C)=O)[C@]5(CC)C=CCN6CC[C@]43[C@@H]65)C2)C1
(4) COc1ccc2ccc(=O)oc2c1
(5) COc1ccc(/C=N/NC(=O)c2ccncc2)cc1OC
(6) COC(c1ccccc1)(c1ccccc1)C(Oc1nc(C)cc(C)n1)C(=O)O (configuration not stated)
(7) C[C@@H]1C[C@H]2[C@@H]3C[C@H](F)C4=CC(=O)C=C[C@]4(C)[C@@]3(F)[C@@H](O)C[C@]2(C)[C@@]1(O)C(=O)COC(=O)C(C)(C)C
(8) O=c1cc(-c2ccc(O)cc2)oc2cc(O[C@@H]3O[C@H](CO)[C@@H](O)[C@H](O)[C@H]3O[C@@H]3OC[C@](O)(CO)[C@H]3O)cc(O)c12
Screen / compound no.	1	2	3	4	5	6	7	8
KOR beta-arrestin-1	22.2%	-22.9%	-86.1%	24.8%	0.5%	-17.9%[20 µM]	-44.3%	-39.7%
UTI89 phage lysis	-0.5%	1.9%	4.8%	1.7%	-0.7%[50 µM]	-1.1%	2.0%	0.8%
GPR55 activation	0.2%	0.9%	0.4%	0.2%	0.3%	-0.1%	0.2%	-0.2%
KOR beta-arrestin-2	-5.4%	10.7%	3.0%	-0.7%	2.2%	1.4%	-0.9%	-2.4%
GPR35 arrestin U2OS	22.8%	-16.0%	8.9%	14.1%	1.6%	-14.6%	2.2%	-6.0%
GPR55 antagonists	10.2%	8.5%	-40.7%	20.5%	10.0%	-0.4%	0.4%	-4.6%
NTR1 agonist	28.2	-1.5	3.1	-1.2	1.1	0.9	7.3	2.3
NTR1 agonist cell count 20 µM	76	49	53	91	52	71	57	49
NOD1 inhibition	8.2%	-26.7%	0.1%	-16.8%	-34.3%	-18.5%	-13.3%	33.5%
MgcRacGAP inhibition	-0.4%	2.1%	2.4%	-5.1%	2.4%	14.7%	-3.3%	14.1%

(9) C=C1c2cccc(O)c2C(O)=C2C(=O)[C@]3(O)C(O)=C(C(N)=O)C(=O)[C@@H](N(C)C)[C@@H]3[C@@H](O)[C@H]12
(10) CCCCOc1ccc(CC(=O)NO)cc1
(11) C/C=C(/C)C(=O)O[C@@H]1c2cc(OC)c(OC)c(OC)c2-c2c(cc3c(c2OC)OCO3)C[C@H](C)[C@]1(C)O
(12) COc1ccccc1OCCNCC(O)COc1cccc2[nH]c3ccccc3c12 (configuration not stated)
Screen / compound no.	9	10	11	12
KOR beta-arrestin-1	-15.0%	-19.7%	30.7%	-34.9%
UTI89 phage lysis	-14.2%	-3.7%	0.8%	.
GPR55 activation	-0.2%	-0.2%	-0.1%	-0.1%
KOR beta-arrestin-2	0.4%	-2.3%	3.4%	3.8%
GPR35 arrestin U2OS	7.1%	-8.6%	-8.4%	-8.9%
GPR55 antagonists	-0.5%	7.2%	-4.4%	14.0%
NTR1 agonist	1.9	-0.6	0.6	9.9
NTR1 agonist cell count 20 µM	99	44	88	52
NOD1 inhibition	-11.2%	-19.9%	-7.2%	-16.6%
MgcRacGAP inhibition	66.8µM*	3.5%	11.0%	.

Structural class: the compounds so far with an aryl methoxy group
(3) CC[C@]1(O)C[C@@H]2CN(CCc3c([nH]c4ccccc34)[C@@](C(=O)OC)(c3cc4c(cc3OC)N(C)[C@H]3[C@@](O)(C(=O)OC)[C@H](OC(C)=O)[C@]5(CC)C=CCN6CC[C@]43[C@@H]65)C2)C1
(4) COc1ccc2ccc(=O)oc2c1
(5) COc1ccc(/C=N/NC(=O)c2ccncc2)cc1OC
(11) C/C=C(/C)C(=O)O[C@@H]1c2cc(OC)c(OC)c(OC)c2-c2c(cc3c(c2OC)OCO3)C[C@H](C)[C@]1(C)O
(12) COc1ccccc1OCCNCC(O)COc1cccc2[nH]c3ccccc3c12 (configuration not stated)
Screen / compound no.	3	4	5	11	12
KOR beta-arrestin-1	-86.1%	24.8%	0.5%	30.7%	-34.9%
UTI89 phage lysis	4.8%	1.7%	-0.7%[50 µM]	0.8%	.
GPR55 activation	0.4%	0.2%	0.3%	-0.1%	-0.1%
KOR beta-arrestin-2	3.0%	-0.7%	2.2%	3.4%	3.8%
GPR35 arrestin U2OS	8.9%	14.1%	1.6%	-8.4%	-8.9%
GPR55 antagonists	-40.7%	20.5%	10.0%	-4.4%	14.0%
NTR1 agonist	3.1	-1.2	1.1	0.6	9.9
NTR1 agonist cell count 20 µM	53	91	52	88	52
NOD1 inhibition	0.1%	-16.8%	-34.3%	-7.2%	-16.6%
MgcRacGAP inhibition	2.4%	-5.1%	2.4%	11.0%	.
